Screening results deposited in PubChem BioAssay by several laboratories.
CTSL1 counter = counter-screen for PFM18AAP inhibitors: inhibitors of F. hepatica cathepsin L1 | recombinant F. hepatica cathepsin L1, Z-Leu-Arg-MCA fluorescence | inhibition, % at 5.96 µM | hit rate 0.49% among 300,000;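 active = inhibition above the mean of all tested compounds plus 3 SD, set per screening campaign, cut at about 17% in these data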;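 also: 0% = plate median of test compound wells and 100% = 1 µM Z-Phe-Ala-diazomethylketone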
PREPL inh = human PREPL enzyme inhibition | Q4J6C6 | recombinant PREPL, fluorescence polarization activity-based probe | inhibition, % at 5.96 µM | hit rate 0.68% among 320,000; in the data active = inhibition above about 43%;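 also: 0% = enzyme with DMSO and 100% = wells lacking enzyme; many of its hits are not listed in these tables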
LYPLA2 counter = blocks human lysophospholipase 2, a PME1 counter-screen. hit rate 0.38% among 320,000. AID 2177. O95372. inhibition, % at 5.9 µM. recombinant LYPLA2, FP-Rh probe fluorescence polarization;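 active = inhibition above the screen-wide mean plus 3 SD, limit set per campaign, cut at about 26% in these data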;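 also: 0% = LYPLA2 with DMSO and 100% = wells lacking LYPLA2 enzyme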
Target sequence (O95372 whole entry, looked up): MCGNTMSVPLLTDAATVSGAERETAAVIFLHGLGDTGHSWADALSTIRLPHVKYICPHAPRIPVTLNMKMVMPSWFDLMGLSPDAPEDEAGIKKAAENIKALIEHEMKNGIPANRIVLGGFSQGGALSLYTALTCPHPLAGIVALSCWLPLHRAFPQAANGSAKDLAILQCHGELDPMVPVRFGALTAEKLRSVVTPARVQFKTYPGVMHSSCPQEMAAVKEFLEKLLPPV
TPT1 inh = blocks Candida albicans tRNA 2'-phosphotransferase. recombinant caTPT1, FP RNA substrate dephosphorylation. inhibition, % at 5 µM. hit rate 0.81% among 300,000. AID 1962;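 active = inhibition above the mean of all tested compounds plus 3 SD, set per screening campaign, cut at about 24% in these data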;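 also: plate controls were DMSO alone for no effect and ferristatin control at 100 nM for full effect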
PP5 primary = PP5 (human) phosphatase inhibition; P53041; purified PP5c, OMFP substrate fluorescence; inhibition, % at 6.7 µM; hit rate 0.18% among 320,000; AID 1987;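 active = inhibition above the campaign's mean inhibition across all tested compounds plus 3 SD, cut at about 9.5% in these data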;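 also: 0% = DMSO only and 100% = 100 µM cantharidin control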
PP1 counter = counter-screen for PP5 inhibitors: inhibitors of human PP1-alpha. P62136. AID 2235. hit rate 0.9% among 320,000. purified PP1alpha, OMFP fluorescence. inhibition, % at 6.7 µM;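 active = inhibition above the mean inhibition of all tested compounds plus 3 SD, computed separately for each screening campaign, cut at about 15% in these data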
Target sequence (P62136 whole entry, looked up): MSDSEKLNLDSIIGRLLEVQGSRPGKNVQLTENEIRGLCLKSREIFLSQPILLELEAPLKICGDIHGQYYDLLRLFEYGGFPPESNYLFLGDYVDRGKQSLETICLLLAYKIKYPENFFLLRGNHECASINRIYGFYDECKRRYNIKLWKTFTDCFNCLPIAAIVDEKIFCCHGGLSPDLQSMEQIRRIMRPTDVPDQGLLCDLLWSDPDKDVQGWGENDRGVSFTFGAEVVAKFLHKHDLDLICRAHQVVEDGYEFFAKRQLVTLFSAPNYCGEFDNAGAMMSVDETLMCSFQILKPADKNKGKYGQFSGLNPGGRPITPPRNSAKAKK
HCV core dimer = blocks dimerization of HCV core protein; AID 1899; inhibition, % at 5 µM; TR-FRET GST/Flag-core106 dimerization, 1536-well; hit rate 0.33% among 300,000;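 active = inhibition above the mean of all tested compounds plus 3 SD, set per screening campaign, cut at about 45% in these data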
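assay system = GST-tagged and Flag-tagged HCV core protein residues 1-106 | controls = unlabelled core106 and no-GST-core106 wells | incubation = compound-protein-antibody incubation 4 h at 22.5 °C | probe or stimulus = Eu donor and XL665 acceptor anti-tag antibodies | read-out = % inhibition based on acceptor/donor emission ratio | signal = TR-FRET 671 and 617 nm emission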
Efflux pump mplx = inhibitors of Candida antifungal efflux pumps expressed in yeast; hit rate 0.44% among 330,000; S. cerevisiae Candida pump triplex, Nile Red efflux; AID 485275; inhibition, % at 10 µM;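 active = plate passing quality check with inhibition over a set limit, or well fluorescence over plate mean plus 4 SD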;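 also: Nile Red retained in pooled yeast measured as flow cytometry median fluorescence; 0% = buffer negative control and 100% = Enniatin B positive control; higher means more Nile Red kept so more efflux inhibition; some compounds called inactive have numbers as strong as hits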
JMJD2C inh = inhibitors of human GASC-1 (JMJD2C) demethylase; Q9H3R0; GST-JMJD2C(1-420) H3K9me3 demethylation, DELFIA europium; inhibition, % at 2.35 µM; hit rate 0.069% among 330,000;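 active = more than half of a compound's replicate wells show inhibition beyond 50%, single wells judged on their own value; inconclusive = some, but no more than half, of replicates pass 50% inhibition; inactive = no replicate passes 50% inhibition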;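 also: signal counts dimethyl H3K9 product captured on neutravidin plate; 0% = median of DMSO wells and 100% = 0.3 times that DMSO median; strong numbers were not always called active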
Target sequence (Q9H3R0 1-420 limits assumed): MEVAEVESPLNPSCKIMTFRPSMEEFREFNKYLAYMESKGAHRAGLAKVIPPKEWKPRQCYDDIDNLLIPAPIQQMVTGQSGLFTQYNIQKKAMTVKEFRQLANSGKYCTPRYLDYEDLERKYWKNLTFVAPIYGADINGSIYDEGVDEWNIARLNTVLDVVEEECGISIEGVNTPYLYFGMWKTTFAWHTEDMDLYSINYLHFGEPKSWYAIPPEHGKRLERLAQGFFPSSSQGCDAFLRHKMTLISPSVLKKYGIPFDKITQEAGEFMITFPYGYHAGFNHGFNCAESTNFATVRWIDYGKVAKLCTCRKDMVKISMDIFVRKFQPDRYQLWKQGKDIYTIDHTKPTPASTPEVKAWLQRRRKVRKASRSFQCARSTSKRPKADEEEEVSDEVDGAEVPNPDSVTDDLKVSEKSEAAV
Numbers without * were called inactive; ? = inconclusive; . = not tested or not shown.

SMILES	CTSL1 counter	PREPL inh	LYPLA2 counter	TPT1 inh	PP5 primary	PP1 counter	HCV core dimer	Efflux pump mplx	JMJD2C inh
CC(C)C(NS(=O)(=O)c1ccc2c(c1)C(C)(C)C(=O)N2C)C(=O)NCc1ccc(F)cc1 (stereo not given)	-0.8	-3.6	-3.6	0.9	-1.1	-3.6	7.2	0.1	58.1
Cc1ccc(N(C(=O)CNC(=O)c2ccco2)C(C(=O)NC2CCCCC2)c2cccnc2)cc1 (stereo not given)	-3.5	-3.5	-5.1	-0.3	0.5	-0.3	2.9	0.5	-2.9
COc1ccc(-c2noc(C(C)n3nc(C)c([N+](=O)[O-])c3C)n2)cc1OC (stereo not given)	-2.3	4.9	3.5	-6.2	3.0	-3.5	-1.3	0.0	-3.3
O=C1CN2C(=Nc3ccc(Br)cc3C2c2ccccc2)CCN1 (stereo not given)	6.8	12.7	0.3	1.6	0.4	-3.4	0.3	0.1	-4.6
CCCCNC(=O)c1cc2ccccc2s1	3.6	-4.5	-4.8	-1.0	0.9	-2.1	-1.8	0.1	8.4
O=C(Nc1cc(C(F)(F)F)ccc1-n1cncn1)C1CC1	-3.6	2.5	-1.7	4.5	-5.0	-6.0	-3.4	0.1	0.6
CCCCN1C(=O)C(NC(=O)CC(C)C)(C(F)(F)F)C2=C1CC(C)(C)CC2=O (stereo not given)	4.0	9.2	2.2	1.4	2.9	0.1	-9.3	-0.1	-6.7
Cc1cc(=O)[nH]c(N/N=C/c2cn(CCC#N)nc2-c2ccccc2)n1	-2.9	-1.5	2.0	2.0	0.1	-0.1	-7.4	-0.1	1.6
Nc1ccc2[nH]ncc2c1	1.4	24.0	-0.2	-8.4	0.1	0.5	-2.6	0.1	-14.4
CC(C)C(C(=O)OCC(=O)c1ccccc1)N1C(=O)C2C3C=CC(C3)C2C1=O (stereo not given)	-0.7	-0.5	-0.6	-2.3	0.4	-4.6	1.6	0.0	2.5
Cc1cccc(N(C(=O)c2sc(C)nc2C)C(C(=O)NCc2ccco2)c2ccccc2)c1 (stereo not given)	7.7	-6.4	0.2	1.2	1.8	-1.9	2.4	0.2	0.3
C/C(=N/Nc1cc(-c2ccccc2)nc(-c2ccccc2)n1)c1ccc(O)cc1	-4.4	11.2	-6.7	-3.2	7.0	0.6	-3.0	-0.2	0.5

In the list so far, these contain a CF3 group.
SMILES	CTSL1 counter	PREPL inh	LYPLA2 counter	TPT1 inh	PP5 primary	PP1 counter	HCV core dimer	Efflux pump mplx	JMJD2C inh
O=C(Nc1cc(C(F)(F)F)ccc1-n1cncn1)C1CC1	-3.6	2.5	-1.7	4.5	-5.0	-6.0	-3.4	0.1	0.6
CCCCN1C(=O)C(NC(=O)CC(C)C)(C(F)(F)F)C2=C1CC(C)(C)CC2=O (stereo not given)	4.0	9.2	2.2	1.4	2.9	0.1	-9.3	-0.1	-6.7

More entries follow:
SMILES	CTSL1 counter	PREPL inh	LYPLA2 counter	TPT1 inh	PP5 primary	PP1 counter	HCV core dimer	Efflux pump mplx	JMJD2C inh
CCOC(=O)c1[nH]c2ccc(Br)cc2c1NC(=O)CNC	-1.8	-0.7	2.6	2.8	-0.8	1.2	3.1	-0.1	-8.4
CC(C)CN(CC(C)C)C(=O)Cc1coc2ccc3ccccc3c12	4.6	-4.2	5.7	-2.2	-0.6	3.1	13.7	0.0	19.2
Cc1c(NS(=O)(=O)c2ccccc2)c(=O)n(-c2ccccc2)n1C	-2.4	-4.2	1.3	0.5	0.8	-1.7	-7.1	0.0	5.5
O=C(CN1CCCCC1)N=Nc1c(O)[nH]c2ccccc12	1.2	1.4	2.1	-1.7	-0.8	-7.0	-1.7	0.0	0.3
CCc1c(C)nc(SCC(=O)c2ccc(C)c(C)c2)[nH]c1=O	2.0	26.9	7.6	-2.1	-1.6	-1.3	-5.3	-0.1	7.9
CN1CCc2c(sc(NC(=O)C3CCCCC3)c2C(N)=O)C1	-0.6	-7.0	4.0	-1.3	2.3	-1.8	-15.5	0.2	-2.9
Cn1ccnc1SCCNC(=O)CCc1nnc(CCc2ccccc2)o1	-8.5	5.5	3.1	2.2	-0.2	-2.2	-5.4	0.0	-3.5
COc1cc(CC(=O)Nc2nccs2)cc(OC)c1OC	-2.8	-4.4	-4.2	1.9	-2.3	-3.3	0.8	0.0	-6.4
CCCCCc1nc2c(C#N)c(-c3ccc(Cl)cc3)ccn2n1	5.7	4.5	5.2	-4.3	0.7	-0.7	3.8	0.0	-1.5
O=C(NCCCC1CCCC1)C1CCC(=O)N(Cc2ccc(Cl)cc2)C1 (stereo not given)	-1.1	-4.0	27.5*	0.3	3.1	-2.2	2.6	6.4*	-7.9
O=C(Nc1nnc(Cc2ccccc2F)s1)Nc1ccccc1F	3.2	-7.4	-11.0	-2.7	-0.1	14.2	10.1	0.1	-0.6
CC(C)[C@H](NC(=O)OCc1ccccc1)C(=O)NCc1ccccc1	-8.8	4.9	-3.5	1.3	0.7	-6.1	-10.9	0.1	0.3

Grouped by structure, the entries above with a thiophene ring, fused or not (two)
SMILES	CTSL1 counter	PREPL inh	LYPLA2 counter	TPT1 inh	PP5 primary	PP1 counter	HCV core dimer	Efflux pump mplx	JMJD2C inh
CCCCNC(=O)c1cc2ccccc2s1	3.6	-4.5	-4.8	-1.0	0.9	-2.1	-1.8	0.1	8.4
CN1CCc2c(sc(NC(=O)C3CCCCC3)c2C(N)=O)C1	-0.6	-7.0	4.0	-1.3	2.3	-1.8	-15.5	0.2	-2.9

(further entries)
SMILES	CTSL1 counter	PREPL inh	LYPLA2 counter	TPT1 inh	PP5 primary	PP1 counter	HCV core dimer	Efflux pump mplx	JMJD2C inh
COc1ccc(CN2CCc3ccc(NC(=O)CCc4ccccc4OC)cc3C2)c(O)c1	-2.7	-0.9	-8.9	2.2	1.9	-1.1	3.3	0.1	-13.4
CCC(C)NC(=O)CSc1nc2ccsc2c(=O)n1-c1ccc(OC)cc1 (stereo not given)	-4.3	0.1	-3.2	-0.7	1.7	-0.9	-1.8	0.0	-1.6
CCOCCn1c(SCCCc2ccccc2)nc2c1c(=O)[nH]c(=O)n2C	1.5	33.7	-0.6	2.1	-1.1	-31.7	-0.8	0.0	10.4
COc1ccc(N(C)C(=O)C2CCN(S(=O)(=O)c3cccc4nonc34)CC2)cc1	-2.2	6.1	4.4	3.1	0.3	-1.6	1.1	-0.2	5.7
O=c1oc(CCCO)cc2ccc(/C=C/c3cccc([N+](=O)[O-])c3)cc12	.	-0.6	-25.7	.	3.0	8.2	.	0.5	2.3
O=C(Nc1ccc(Cl)cc1)C1CC2CCCC(C1)C2=O (stereo not given)	-2.8	-8.9	11.4	-3.6	-0.2	-2.0	-0.5	-0.2	?
CC(NC(=O)C1CC1)C(c1cccs1)N1CCOCC1 (stereo not given)	-0.4	-6.4	9.1	-1.1	1.2	0.4	2.0	0.2	-3.2
C/C(=N\NC(=O)c1ccccc1F)c1cccc(NC(=O)c2ccc(C)cc2)c1	1.6	-1.1	-1.5	-1.4	0.8	2.6	11.3	0.0	1.8
CC1(/[N+]([O-])=C/c2ccc(F)cc2)CCCCC1=O (stereo not given)	6.5	-6.9	1.4	-2.5	0.4	-4.2	-2.3	0.0	0.4
COc1ccc(Br)c(C(=O)NC2CCCC2)c1	0.9	3.3	-0.2	-2.4	0.7	4.7	-0.2	0.0	-5.0
COc1ccccc1CN1CC(C(=O)NCCn2ccc(C)n2)CCC1=O (stereo not given)	1.0	-7.5	1.7	-1.3	1.8	-2.4	-5.1	-0.1	9.7
COc1ccc(Cl)cc1NC(=O)c1oc(C)nc1C	2.1	20.8	4.7	-0.1	0.9	0.2	37.1	-0.1	5.5
COc1ccc(C2CCCN2C(=S)Nc2cccc(Cl)c2)cc1OC (stereo not given)	0.8	35.6	1.3	-2.4	2.6	-3.6	1.3	0.0	-1.2
CCCCN(CC)S(=O)(=O)N1CCC(C(=O)NCCCN2CCOCC2)CC1	1.0	5.0	4.5	3.6	-0.5	-5.9	-1.9	3.4	-9.5
N#C/C(C(=O)c1ccccc1)=C1/CCCCCN1	2.9	-1.3	5.1	0.8	-0.9	-0.8	1.4	0.0	6.7
CC(NC(=O)c1cc(S(=O)(=O)N2CCOCC2)cn1C)c1ccccc1 (stereo not given)	-0.1	0.1	2.7	2.4	2.7	0.7	0.4	0.1	3.4
COc1ccc(Br)cc1/C=N/NC(=O)CN1CCN(Cc2ccccc2)CC1	-1.8	3.2	6.4	1.2	1.6	0.5	0.3	-0.1	-8.3
Cc1ccc(-n2c(C)cc(/C([O-])=C(/C(=S)Nc3ccc(F)c(Cl)c3)[n+]3ccccc3)c2C)cc1	-0.1	4.8	-3.5	8.1	3.0	15.2	38.4	0.9*	-6.3
CC(C)(C)C(=O)Nc1cc(S(=O)(=O)N2CCCCC2)ccc1N1CCCCC1	-2.3	20.5	-1.0	7.1	1.9	-0.8	12.9	-0.1	4.2
C#CCOCCOCCOCCNc1nc(N2CCOCC2)nc(N2CCN(C(=O)CCCCCCCCCCNC(=O)[C@H](CO)n3cc(CCCSC)nn3)CC2)n1	-2.0	25.2	3.7	-3.8	2.1	-0.6	-16.5	0.0	-19.4
O=C(O)C(C(O)c1ccccc1)[n+]1ccccc1 (stereo not given)	-0.2	12.6	3.4	-2.4	0.9	-1.1	-1.9	-0.1	5.3
O=C(NCc1ccccc1)c1cccc(S(=O)(=O)N2CCCCC2)c1	-3.4	7.6	1.8	0.5	3.0	2.0	-5.2	0.0	-1.9
O=C(CNC(=O)c1ccco1)OCC(=O)c1ccccc1	-6.3	3.1	1.2	-1.5	2.8	-1.5	-0.9	0.0	-46.6
CCC(=O)N1CCc2cc(S(=O)(=O)CCC(=O)N(C)c3ccc(OC)cc3OC)ccc21	2.8	-6.4	1.9	-1.2	-1.1	-4.9	5.7	-0.3	-5.6
CC(C)Oc1ccc(OCCNC2CCCC2)cc1	-1.1	-0.3	6.7	0.8	0.0	0.9	-3.1	0.1	.
CN1C(=O)C(CC(=O)Nc2ccccc2)S/C1=N/c1nccs1 (stereo not given)	0.8	4.8	-2.8	-0.1	1.1	-2.9	-0.9	0.1	0.2
CC(=O)Nc1ccccc1OCC(=O)NC(C)c1ccc(F)cc1 (stereo not given)	1.0	16.9	-0.2	3.2	2.0	-1.9	-4.3	0.0	-10.1
COc1ccccc1C(=O)N1N=C(c2ccc(NS(C)(=O)=O)cc2)CC1c1cccs1 (stereo not given)	0.3	1.3	5.5	-3.5	1.6	-0.6	-1.8	-0.1	9.2
C=CCn1c(SCC(=O)c2ccc(O)c(O)c2)nnc1-c1cccc(OC)c1	.	15.7	-2.0	.	-0.9	-5.6	.	0.6	-182.4
COc1ccc(S(=O)(=O)NNC(=O)c2ccccc2-n2cccc2)cc1	-3.9	-4.4	-2.9	-3.8	1.7	-4.0	-1.2	-0.1	2.4
COc1ccc(/C=C/C(=O)c2ccc3c(c2)OCO3)c(OC)c1	1.6	3.6	1.0	3.5	0.7	-3.1	15.3	0.0	-3.3
O=C(O)c1c2c(nc3ccccc13)/C(=C/c1c(F)cccc1F)CCC2	1.8	-7.9	13.5	0.6	2.2	-2.0	-1.4	0.1	6.5

The list is partial; the hit share may differ from the screen's.
